Screening results: PubChem, several laboratories
hcDAF12 agonist: H. contortus DAF-12 activation, primary screen; hit rate 1.4% among 370,000; HEK293 hcDAF-12 lit1-tk-luc reporter, luminescence; 0% DMSO, 100% Δ7-dafachronic acid; activation, % at 6.8 µM; AID 652067;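 active means activation above the mean of all tested compounds plus 3 SD, cut at about 5.5% in these data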;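 further: 100% = response to 3 µM Δ7-dafachronic acid high control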
ssDAF12 agonist: activators of S. stercoralis DAF-12 nuclear receptor; HEK293 ssDAF-12/GRIP1 lit1-tk-luc reporter, luminescence; % of 3 µM dafachronic acid response; activation, % at 6.8 µM; hit rate 1% among 370,000;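 active means activation above the mean over all tested compounds plus 3 SD, cut at about 0.9% in these data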;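 further: 0% = DMSO-only wells and 100% = 3 µM delta7-dafachronic acid wells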
proKLK7 act: activates the human kallikrein-7 zymogen; purified proKLK7, EDANS-DABCYL substrate fluorescence; 100% is mature enzyme control, 0% vehicle; activation, % at 7 µM; hit rate 0.9% among 370,000; AID 652039;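 active means activation above the mean of all tested compounds plus 3 SD, computed per campaign excluding outliers beyond control limits, cut at about 13% in these data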
Target sequence (P49862 whole entry, looked up): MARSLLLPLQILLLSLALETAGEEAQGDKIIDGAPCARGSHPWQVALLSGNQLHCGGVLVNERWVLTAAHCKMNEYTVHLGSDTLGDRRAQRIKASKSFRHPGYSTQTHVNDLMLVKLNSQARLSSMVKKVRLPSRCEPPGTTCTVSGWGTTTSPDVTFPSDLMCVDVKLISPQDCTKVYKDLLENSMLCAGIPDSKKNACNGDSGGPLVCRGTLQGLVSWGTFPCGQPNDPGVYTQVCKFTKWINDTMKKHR
SMARCA2 act: activators of SMARCA2 function; activation, % at 9.1 µM; MG213 cells, MMTV-luciferase reporter, dexamethasone, overnight; hit rate 1% among 370,000; in the data active means activation above about 7.8%;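 further: 0% = vehicle wells and 100% = reference activator wells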
GC-B act: GC-B (human) receptor activation | P20594 | AID 1920062 | HEK293-GC-B cells, CNP EC30, cGMP TR-FRET; 0% at EC30 CNP, 100% saturating CNP | activation, % at 10 µM | hit rate 0.11% among 370,000;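 active means activation at 10 µM reaching about 35% in either raw or pattern-adjusted values, limit read from the data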
DAX1 inh-1: blocks DAX1 repression of SF-1 activated StAR promoter | HEK293T StAR-luciferase reporter, SF-1/DAX-1 repression relief | inhibition, % at 6.8 µM | hit rate 1.1% among 370,000 | AID 652010;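 active means inhibition above the mean over all tested compounds plus 3 SD, cut at about 3.6% in these data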;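 further: 0% = DAX-1 cells with DMSO and 100% = cells lacking DAX-1 with DMSO; higher inhibition means more luminescence from relief of DAX-1 repression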
hgDAF-12 ag: activates the H. glycines DAF-12 receptor ligand-binding domain | HEK293 GAL4-hgDAF12 UAS-luciferase reporter, agonist luminescence; normalized to butyrate control | activation, % at 6.8 µM | hit rate 1.8% among 370,000;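 active means activation above a cutoff set at the mean of all screened compounds plus 3 SD, cut at about 10% in these data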;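 further: 0% = DMSO wells and 100% = sodium butyrate wells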
GAA850 FXN act: increases GAA850 frataxin promoter reporter activity | activation, % at 6 µM | hit rate 0.56% among 360,000 | HEK293 lucGAA850 FXN promoter luciferase reporter, 24 h; percent of 10 µM SAHA response | AID 540364;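 active means activation above the average of all compounds screened plus 3 SD, cutoff fixed separately per campaign, cut at about 7.5% in these data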;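 further: 0% = DMSO wells and 100% = 10 µM SAHA wells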
DAX1 inh-2: NR0B1 (DAX1) inhibition. hit rate 0.99% among 340,000. P51843. inhibition, % at 6.75 µM. HEK293 Gal4-DAX1 luciferase reporter, luminescence. AID 504766;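 active means inhibition above the mean over all tested compounds plus 3 SD, cut at about 4.2% in these data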;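 further: 0% = DAX1-transfected cells with DMSO and 100% = empty-vector control cells with DMSO; inhibition shows as a rise in luminescence from relieved DAX1 repression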
Target sequence (P51843 207-470 limits assumed): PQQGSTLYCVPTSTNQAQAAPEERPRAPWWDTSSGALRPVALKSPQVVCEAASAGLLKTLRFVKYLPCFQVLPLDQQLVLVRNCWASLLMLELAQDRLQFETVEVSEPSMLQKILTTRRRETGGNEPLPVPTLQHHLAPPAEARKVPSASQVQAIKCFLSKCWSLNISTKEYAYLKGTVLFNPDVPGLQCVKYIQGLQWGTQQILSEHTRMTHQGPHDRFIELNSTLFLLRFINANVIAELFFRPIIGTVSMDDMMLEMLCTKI
sPLA2-III inh: Blocks human group III sPLA2 activity | QFRET BODIPY PC-A2 liposome hydrolysis, fluorescence | hit rate 0.56% among 370,000 | inhibition, % at 12.2 µM | AID 743126 | Q9NZ20;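 active means inhibition above mean plus 3 SD of compounds lying within the high and low control bounds, cut at about 19% in these data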;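 further: 0% = median of test compound wells and 100% = no enzyme DMSO wells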
NPR1 activator: GC-A (human) enzyme activation. AID 1671463. P16066. hit rate 0.14% among 370,000. activation, % at 10 µM. HEK293 GC-A cells, cGMP TR-FRET, EC30 ANP; 0% at EC30 ANP, 100% saturating ANP; in the data active means activation above about 40%
Starred values were filed as active, the others as inactive; / = no result given.

cpd	smiles	hcDAF12 agonist	ssDAF12 agonist	proKLK7 act	SMARCA2 act	GC-B act	DAX1 inh-1	hgDAF-12 ag	GAA850 FXN act	DAX1 inh-2	sPLA2-III inh	NPR1 activator
1	COc1ccc(C2C(C(=O)NCc3ccco3)CCC(=O)N2c2ccc(OC)cc2)cc1 (stereo unspecified)	-0.5	-0.2	-0.1	-1	1	1.0	-1.4	1.1	-0.6	-1	-5
2	COc1ccc(O)c(C=Nc2cc(C)on2)c1	-0.7	-0.8	0.2	2	0	-0.5	-2.6	2.1	0.3	6	-1
3	Cc1cccc(N(C)S(=O)(=O)c2csc(C(N)=O)c2)c1	0.4	-0.3	0.1	-2	1	0.1	0.9	-1.7	1.5	3	5
4	COCCNCC(=O)Nc1nc(C)cs1	0.2	-0.3	-0.6	-2	-1	0.9	-1.4	-0.3	2.1	6	2
5	COc1cccc(NC(=O)c2ccccc2-c2ccccc2C(=O)O)c1	6.0*	-0.8	-0.9	-4	4	0.7	0.5	-1.0	0.0	-2	4
6	CCOC(=O)c1ccc(NS(=O)(=O)c2cc(-c3nnnn3CC)ccc2OC)cc1	-1.0	-1.4	-0.3	-4	-3	-0.2	-4.2	0.5	1.0	-11	1
7	CCCCN(C1CCS(=O)(=O)C1)S(=O)(=O)c1ccc(OC)c(OC)c1 (stereo unspecified)	-0.8	-0.5	0.2	-2	0	-1.1	-1.2	1.7	1.3	9	1
8	O=C(Nc1nnc(CCc2ccccc2)s1)c1ccco1	-1.4	-0.9	0.9	0	2	0.5	1.8	4.4	-0.6	-3	-1
9	CC(C)(C)c1ccc(C(=O)NC(=O)COC(=O)c2ccc(Br)o2)cc1	1.1	-0.9	0.1	-2	-4	0.4	-1.1	1.0	0.1	3	-5
10	CN1CCN(CCCCC(=O)c2ccccc2)CC1	-1.8	-1.4	0.5	-1	8	-0.2	0.3	2.2	0.2	10	3
11	COC(=O)[C@]1(C)CN(C(=O)OC(C)(C)C)C2=C1C(=O)C[C@@](C)(C(=O)OC(C)(C)C)C2	-1.3	-0.8	-0.3	-1	2	-1.6	1.2	/	/	-4	0
12	COc1ccc(/C=N/NC(=O)/C(=C/c2ccccc2)CCO)cc1	1.6	-1.1	0.5	0	3	0.4	0.8	4.1	1.0	-4	-2
13	COc1cc(N=Cc2c(CO)cnc(C)c2O)cc(OC)c1OC	-0.9	-1.3	0.3	-1	2	-0.2	2.0	-0.2	0.6	0	0
14	Cc1cc(N)nc2nc(C(F)(F)F)nn12	-0.5	-0.7	-0.4	-2	5	0.2	-2.9	2.3	-0.6	7	-1
15	Cc1ccccc1N=C1c2ccccc2C(=O)C1[N+](=O)[O-] (stereo unspecified)	3.1	0.0	0.0	1	1	-0.1	1.2	1.8	-0.5	4	-2
16	CCn1ncc(N2CCOCC2)c(Cl)c1=O	1.2	-1.4	0.1	1	2	0.1	1.2	0.8	-1.1	-7	7
17	O=C(NCC(c1ccco1)N1CCCCC1)c1ccc(OCc2ccccc2)cc1 (stereo unspecified)	-0.2	-1.2	-0.1	0	3	1.8	2.9	-1.1	1.3	-4	1
18	COc1ccc(CC(=O)Nc2ccc(C(N)=O)cc2)cc1	-0.4	-1.5	-0.3	-2	8	-0.3	1.8	0.3	3.0	1	0
19	CC(=O)c1ccc(NC(=O)CCOc2cc(C)ccc2C)cc1	2.8	-0.7	-0.7	-2	3	0.5	5.8	7.4	-0.8	-5	-1
20	Cc1cc(OCC(=O)N2CCOCC2)ccc1NC(=O)C1CCCCC1	-1.6	-1.1	0.3	2	5	-0.2	-0.8	-0.8	1.3	3	0
21	CCc1c(C)nc2cc(-c3ccc(OC)cc3)[nH]n2c1=O	-0.3	-1.4	-7.2	8.9*	-2	1.7	4.7	2.4	0.2	3	6
22	N/C(=N\OC(=O)COc1ccc([N+](=O)[O-])cc1)c1cccnc1	-2.1	-1.0	-0.3	0	-1	-0.1	-0.7	1.6	1.0	3	0
23	O=C(Nc1ccccc1C(=O)N1CCN(Cc2ccccc2)CC1)c1ccc(F)cc1	0.6	-1.2	0.1	-1	-1	0.7	1.6	-0.2	-0.5	5	0
24	CS(=O)(=O)Cc1cccc(C(=O)NC2CCSc3ccccc32)c1 (stereo unspecified)	-1.0	-0.2	-0.5	0	-4	-0.6	0.6	-0.9	1.4	-1	-3

2 entries from above, with one line to a screen:
15. Cc1ccccc1N=C1c2ccccc2C(=O)C1[N+](=O)[O-] (stereo unspecified)
16. CCn1ncc(N2CCOCC2)c(Cl)c1=O

assay / entry | 15 | 16
hcDAF12 agonist | 3.1 | 1.2
ssDAF12 agonist | 0.0 | -1.4
proKLK7 act | 0.0 | 0.1
SMARCA2 act | 1 | 1
GC-B act | 1 | 2
DAX1 inh-1 | -0.1 | 0.1
hgDAF-12 ag | 1.2 | 1.2
GAA850 FXN act | 1.8 | 0.8
DAX1 inh-2 | -0.5 | -1.1
sPLA2-III inh | 4 | -7
NPR1 activator | -2 | 7

Remaining list, next part:
cpd	smiles	hcDAF12 agonist	ssDAF12 agonist	proKLK7 act	SMARCA2 act	GC-B act	DAX1 inh-1	hgDAF-12 ag	GAA850 FXN act	DAX1 inh-2	sPLA2-III inh	NPR1 activator
25	Cc1cccc(-c2oc(C)c(C)[n+]2[O-])c1	-1.9	-1.5	-0.8	1	0	-0.7	2.3	2.0	0.8	2	2
26	CCOC(=O)N1CCN(c2ccc(N3C(=O)CCCC3=O)cc2[N+](=O)[O-])CC1	-0.9	-1.1	-0.4	-1	0	0.1	-0.1	0.5	0.0	-8	1
27	O=C1C2=C(C(c3ccccc3)=NCCN2)C(c2cccc([N+](=O)[O-])c2)N1c1ccccc1 (stereo unspecified)	-0.3	-0.2	3.0	2	-15	0.3	4.9	-3.5	-0.3	-7	-38
28	Cc1ccc2cccc(S(=O)(=O)Nc3c(C)n(C)n(-c4ccccc4)c3=O)c2n1	-0.9	-0.7	-0.4	3	3	0.3	-1.9	0.0	2.0	2	-2
29	Cn1cc(S(=O)(=O)Nc2ccc(Oc3ccccc3)cc2)c(=O)n(C)c1=O	-0.3	-1.3	-0.1	-1	4	-0.3	-1.8	-0.4	0.3	3	2
30	Cc1nc2cc(CO)ccc2s1	-1.2	-1.2	0.6	-4	5	0.1	0.6	-0.2	3.8	-1	0
31	O=C(Cn1cc(/C=C\[N+](=O)[O-])c2ccccc21)Nc1ccccc1	-1.4	-1.8	-3.7	17*	-6	-1.2	-4.8	1.7	-0.7	-15	-7
32	C=CCN(C(=O)OC(C)(C)C)S(=O)(=O)NCc1ccccc1	1.3	-0.9	0.2	2	1	-0.1	0.9	-1.4	1.0	6	0
33	CCOc1ccccc1NC(=O)C1CCCN(S(=O)(=O)c2cccc3nsnc23)C1 (stereo unspecified)	-2.8	-1.0	-1.1	-4	4	-0.3	1.7	0.4	-0.2	-1	-3
34	O=C(COc1nncc2ccccc12)Nc1ccc(Br)cc1F	-0.6	-2.1	-0.1	1	-3	-1.3	1.5	1.8	1.3	1	5
35	COc1ccc(-c2cc(-c3nnc(SCC(=O)N4CCOCC4)n3N)[nH]n2)cc1	-1.1	-1.3	0.3	0	-2	0.3	2.6	/	/	-2	0
36	COCc1cc(/C=N\NC(=O)c2ccc(Cl)cc2)ccc1OC	-1.8	-1.2	-0.6	5	-1	-0.1	0.5	2.8	-1.3	-2	2
37	O=C(N=NC(=O)c1ccco1)c1ccc2c(O)n(N3C(=O)c4ccccc4C3=O)c(O)c2c1	-1.3	-0.6	0.0	2	1	-0.3	2.4	3.0	1.0	-1	-3
38	Cc1ccc(C)c(-c2nnc(OCC(=O)Nc3cc(C)on3)c3ccccc23)c1	-3.5	-1.3	-0.1	1	4	-0.1	-2.2	0.2	-1.6	-8	-1
39	Cc1ccc(NC(=O)c2c3c(nc4ccccc24)CCC3)cc1S(=O)(=O)N(C)C	-5.1	-1.6	-0.3	-4	8	-1.3	-12	-6.7	-1.6	-11	-4
40	Cc1nnsc1NC(=O)OCc1ccc(C(C)(C)C)cc1	-4.0	-2.2	0.2	-3	-1	-2.2	-5.0	-2.5	-4.5	-16	-1
41	COC(=O)c1ccc(C2/C(=C(\O)c3ccc4c(c3)OCCO4)C(=O)C(=O)N2c2nnc(C)s2)cc1 (stereo unspecified)	2.1	-1.2	0.5	2	-3	0.0	4.6	0.2	0.0	-8	1
42	CC(=O)Nc1ccc(N(CC(O)Cn2c3ccccc3c3ccccc32)S(=O)(=O)c2ccc(C)cc2)cc1 (stereo unspecified)	-5.4	-2.2	-1.0	-4	-7	-0.2	-2.5	16*	-1.4	-50	-9
43	CC(CCl)OC(C)CCl (stereo unspecified)	3.1	-0.2	0.4	0	-5	1.1	-1.6	1.3	0.4	-5	2
44	Cc1cccc(NCN2C(=O)C3C4C=CC(C4)C3C2=O)c1 (stereo unspecified)	-0.6	-1.2	0.0	2	4	0.7	2.4	2.8	0.5	5	2
45	CC(=O)Nc1ccccc1/C=C/c1ccc2c(C)cc(C)c(O)c2n1	2.1	-1.0	0.6	-5	-1	0.4	1.8	1.5	-0.9	4	-1

Full records, quoted from the list:
O=C(N=NC(=O)c1ccco1)c1ccc2c(O)n(N3C(=O)c4ccccc4C3=O)c(O)c2c1 is entered as hcDAF12 agonist = -1.3; ssDAF12 agonist = -0.6; proKLK7 act = 0.0; SMARCA2 act = 2; GC-B act = 1; DAX1 inh-1 = -0.3; hgDAF-12 ag = 2.4; GAA850 FXN act = 3.0; DAX1 inh-2 = 1.0; sPLA2-III inh = -1; NPR1 activator = -3
Cc1ccc(NC(=O)c2c3c(nc4ccccc24)CCC3)cc1S(=O)(=O)N(C)C is entered as hcDAF12 agonist = -5.1; ssDAF12 agonist = -1.6; proKLK7 act = -0.3; SMARCA2 act = -4; GC-B act = 8; DAX1 inh-1 = -1.3; hgDAF-12 ag = -12; GAA850 FXN act = -6.7; DAX1 inh-2 = -1.6; sPLA2-III inh = -11; NPR1 activator = -4
